High-throughput results deposited in PubChem by several laboratories.
GPR55 beta-arrestin: selective activators of receptor GPR55 – imaging, U2OS cells, beta-arrestin-GFP redistribution, primary screen (AID 1961). U2OS GPR55 beta-arrestin-GFP redistribution imaging; higher % means a stronger effect. activation, % at 10 µM, or EC50 in µM where a hit was titrated. actives 0.048% (n = 290,000);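 active means activation above 40% with more than 50 cells counted in the well; inconclusive means wells holding fewer than 50 cells, flagged as toxic or sparse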;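 further: U2OS osteosarcoma cells stably expressing GPR55 and beta-arrestin-GFP; plate controls were DMSO negative control for no effect and LPI positive control for full effect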
T cell HTS: modulates CD8 T cell binding to vesicles; 2C CD8+ T cell-vesicle binding, flow cytometry; hits give low values; calls only at 7 µM; actives 0.068% (n = 330,000);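 active means response, share of CD8 T cells binding vesicles, and their 90th percentile fluorescence all below set limits, cut at about 80% in these data, passing the limit was not always enough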
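Incubation: binding step 1.5 h, 37 °C, antibody labelling 20 min, ice; system: murine 2C transgenic CD8+ T lymphocytes; technique: cytometric PE anti-B7-1 and Alexa647 anti-CD8 signals after 1% paraformaldehyde fixation; also added: QL9-charged Drosophila Ld/ICAM-1/B7-1 vesicles; control set: naked versus QL9-loaded vesicles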
NTR1 ag: NTR1-driven beta-arrestin-GFP spot formation – imaging, U2OS cells, high content, primary screen (AID 493036); P30989; agonist mode; activation, % at 20 µM; actives 0.17% (n = 330,000);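 active means activation at or above 40% of the spot to cytoplasm intensity ratio, with at least 20 cells analyzed; inconclusive means wells under 20 cells, flagged as cytotoxic or low count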;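 further: 0% = DMSO without peptide and 100% = 100 nM NTR1 peptide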
Target sequence (P30989 whole entry, looked up): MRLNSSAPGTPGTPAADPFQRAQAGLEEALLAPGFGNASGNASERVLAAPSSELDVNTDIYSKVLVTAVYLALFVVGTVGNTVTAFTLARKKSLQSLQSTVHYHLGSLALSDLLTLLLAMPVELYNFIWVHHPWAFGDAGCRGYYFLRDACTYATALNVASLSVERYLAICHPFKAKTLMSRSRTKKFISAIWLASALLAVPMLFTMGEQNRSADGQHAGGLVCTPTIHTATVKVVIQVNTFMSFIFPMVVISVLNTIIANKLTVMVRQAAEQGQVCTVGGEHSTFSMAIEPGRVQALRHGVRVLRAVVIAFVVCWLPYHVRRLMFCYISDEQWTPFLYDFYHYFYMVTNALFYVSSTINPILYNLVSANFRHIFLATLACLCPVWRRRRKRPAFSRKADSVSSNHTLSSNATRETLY
GPR55 LPI antagonism: GPR55 antagonists blocking LPI-driven arrestin recruitment, primary screen, imaging, U2OS, beta-arrestin-GFP, LPI agonist (AID 2013). U2OS GPR55 beta-arrestin-GFP translocation imaging, LPI antagonism; higher % means a stronger effect. one-dose inhibition, % at 10 µM; IC50 in µM for titrated hits. actives 0.13% (n = 290,000);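 active means spots per cell inhibited over 60%, with over 100 cells counted and total cytoplasm intensity under 500,000; inconclusive means wells with under 100 cells, flagged as likely toxic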;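 further: U2OS cells stably carrying GPR55 and arrestin-GFP stimulated by 5 µM LPI near EC80; imaged beta-arrestin-GFP aggregate spots per cell after agonist stimulation; plate controls were LPI-stimulated DMSO wells for no effect and DMSO wells without LPI for full effect; some results filed as inactive read as strong as hits; confirmed hits need IC50 under 10 µM and bright autofluorescent wells are also inconclusive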
NOD1 NF-kB reporter: NOD1 signaling inhibitors, primary screen, cell-based, luminescence, uHTS (AID 1578) | NOD1-driven NF-kB luciferase reporter cells, luminescence; higher % means a stronger effect | actives 1% (n = 290,000) | one-dose inhibition, % at 4 µM; EC50 in µM for titrated hits; in the data active means inhibition mostly above about 36%, no sharp cut-off; inactive means mostly below about 34%;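 further: HEK-293T reporter cells stimulated with the NOD1 agonist gamma-tri-DAP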
KOR beta-arrestin-1: KOR agonists, beta-arrestin recruitment, primary screen, cell-based, luminescence, uHTS (AID 1777); actives 0.02% (n = 280,000); one-dose activation, % at 10 µM; EC50 in µM for titrated hits; KOR beta-arrestin recruitment, luminescence; higher % means a stronger effect; in the data active means activation above about 50%, passing the limit was not always enough; further: a part of the inactive calls stands beside numbers as strong as those of hits
Myeloid diff MLP: myeloid differentiation induction; ER-HoxA9 myeloid progenitors, lysozyme-GFP differentiation, flow cytometry; calls only at 10 µM; actives 1% (n = 360,000);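 active means normalized GFP-positive differentiation at or above the plate's own cutoff, the solvent-only control mean plus 3 SD; inconclusive means no clear call, values can overlap the other calls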;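 further: cells exposed to compound for four days before flow analysis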
HEK293 NOD2/NF-kB: NOD2 signaling inhibitors, cell-based, luminescence, uHTS, HEK293 (AID 1566) | HEK293 NOD2/NF-kB luciferase reporter, luminescence; higher % means a stronger effect | inhibition, % at 4 µM; hits with a dose series show EC50 in µM | actives 0.63% (n = 290,000); further: many of its hits are not listed in these tables
KOR beta-arrestin-2: KOR antagonists, beta-arrestin recruitment, cell-based, luminescence, uHTS (AID 1778). KOR beta-arrestin recruitment, luminescence, antagonist mode; higher % means a stronger effect. inhibition, % at 10 µM; hits with a dose series show IC50 in µM. actives 0.091% (n = 290,000); further: strong numbers were not always called active
T cell HTS vesicle-bound %: also measured in T cell HTS; calls as there; double positive events, %; measured here: CD8+ vesicle-bound cell fraction;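 binding gate set so that unloaded-vesicle control wells show 10% double positive cells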
NTR1 ag cell count 20 µM: also measured in NTR1 ag; calls as there; cell count; measured here: cell count, cytotoxicity flag
Myeloid diff MLP GFP+ MAC1+ %: also measured in Myeloid diff MLP; calls as there; GFP+ MAC1+ double positive, %; measured here: differentiation confirmed by MAC1 staining
* marks the source's active call; other numbers are inactive results; i = inactive; ? = inconclusive; nt = not tested or not shown; [ ] = another dose, or the depositor's remark. Unless noted, no stated cut-off is given here; in the data, active means inhibition above about 50%; inactive means the rest. Only part of the results is shown; the hit share may differ from the screen's.

Every second line gives: T cell HTS vesicle-bound %	Myeloid diff MLP GFP+ MAC1+ %	GPR55 beta-arrestin	GPR55 LPI antagonism	NOD1 NF-kB reporter	KOR beta-arrestin-2	T cell HTS	Myeloid diff MLP	KOR beta-arrestin-1	NTR1 ag cell count 20 µM	NTR1 ag	HEK293 NOD2/NF-kB
O=C(CC(Nc1ccc(F)cc1)c1ccccc1)c1ccccc1 (stereo unspecified)
  63.0	0.3	-0.2%	4.2%	0.9%	11.6%	i	i	-2.6%	77	4.5	-4.5%
C=CCn1c(=N)n(CC(=O)c2cccc([N+](=O)[O-])c2)c2ccccc21
  43.7	1.0	-0.1%	4.0%	-31.8%	-44.9%[20 µM]	i	i	-6.2%	68	5.7	-13.3%
CC(=O)c1ccc(NC(=O)CCS(=O)(=O)c2ccc3c(c2)n(C)c(=O)c(=O)n3C)cc1
  52.1	1.2	-0.3%	-2.2%	18.7%	-4.7%[20 µM]	i	i	-4.0%	46	3.8	14.8%
O=C(CN1C(=O)S/C(=C\c2cccs2)C1=O)Nc1ccc(C(=O)O)c(O)c1
  59.3	0.5	-0.1%	1.0%	-28.1%	-21.7%	i	i	2.4%	nt	nt	14.0%
CC1Sc2ccc(S(=O)(=O)CCC(=O)Nc3ccc(C(C)C)cc3)cc2NC1=O (stereo unspecified)
  3.6	nt	-0.2%	-13.3%	-25.1%	-15.3%	i	?	-4.6%	44	5.0	10.7%
CCCCn1c(SCC(=O)Nc2nnc(C)s2)nnc1-c1ccncc1
  38.8	0.4	0.3%	13.4%	-9.5%	-13.7%	i	i	-2.6%	31	-0.9	22.6%
CCCCCCN=C1CC(C)(C)CC(=O)/C1=C(/O)CCC
  34.2	0.8	0.0%	-19.2%	-4.0%	19.9%	i	i	-1.2%	47	-0.4	16.3%
CC(C)Sc1nc2ccccc2c(=O)[nH]1
  15.3	1.6	0.0%	5.6%	6.0%	-11.7%	i	i	0.2%	74	0.3	0.2%
CC(=O)c1ccc(OCCCC(=O)Nc2ccc(C)c(S(=O)(=O)N(C)C)c2)cc1
  45.1	0.8	-0.3%	-11.7%	2.1%	27.4%	i	i	8.0%	64	0.4	21.0%
Cc1ccc(S(=O)(=O)Nc2nc(C)c(C(=O)Nc3ccccc3)s2)cc1
  60.7	0.1	0.1%	9.8%	-21.7%	4.6%	i	i	4.9%	90	1.5	6.6%
Cc1ccc(CNC(=O)CSc2nnc(CNC(=O)c3ccccc3)o2)cc1
  38.7	nt	0.0%	2.0%	-8.7%	-5.0%	i	?	12.2%	77	0.4	8.8%
N#CC1=C(N)N(c2ccccc2Sc2ccccc2)C(=O)C1
  32.3	0.7	-0.1%	13.7%	2.2%	30.1%	i	i	-6.5%	44	-0.2	10.5%
CCN1CCCC1CNC(=O)COc1cc(=O)n(C)c2ccccc12 (stereo unspecified)
  25.1	0.5	-0.1%	20.9%	-52.4%	-9.7%	i	i	0.5%	75	-1.6	-2.6%
CCOCCc1nnc(NC(=O)CCc2ccccc2)s1
  28.8	0.4	0.0%	-2.8%	-6.2%	-32.0%	i	i	4.8%	91	-0.3	-12.1%
COc1ccc(-c2csc(NC(=O)CSc3ccc(Br)cc3)n2)c(OC)c1
  36.9	0.4	0.2%	15.9%	-19.2%	0.5%	i	i	4.3%	66	1.5	-3.7%
Cc1c(C(=O)N2CCCC2)c(S(=O)(=O)NCCc2ccccc2)c(C)n1C
  6.0	1.4	0.9%	3.0%	6.6%	-31.1%	i	i	-0.8%	70	0.1	11.5%
CC(CNC(=O)c1cc(Cl)ccc1[N+](=O)[O-])NC(=O)c1cc(Cl)ccc1[N+](=O)[O-] (stereo unspecified)
  55.0	0.3	-0.1%	24.8%	1.2%	10.5%	i	i	1.6%	98	-1.2	-0.6%
NC(=S)N/N=C/c1c(O)ccc2ccccc12
  26.0	0.4	0.3%	-13.1%	8.9%	-23.4%	i	i	7.3%	58	10.7	26.2%
O=C(Cc1cccs1)Nc1nc(-c2ccc(F)c(F)c2)cs1
  34.1	0.7	0.2%	3.3%	-12.9%	-12.6%	i	i	-0.3%	59*	51.7*	18.9%
N#C/C(=C\c1ccc([N+](=O)[O-])cc1)c1nc(C2CC2)cs1
  69.0	1.0	-0.3%	5.6%	-14.9%	-16.6%	i	i	41.7%	78	8.4	-48.5%
CCCCC(CC)CNC(=O)Cn1c(=O)[nH]c2ccsc2c1=O (stereo unspecified)
  31.6	0.1	0.1%	9.9%	-9.9%	11.4%	i	i	-4.8%	49	0.9	-2.0%
O/N=C/c1ccc2cccc(OCc3ccccc3)c2n1
  26.4	1.3	-0.3%	15.5%	-3.6%	-9.9%	i	i	-5.6%	91	3.4	-18.3%
CC(C)CC(NC(=O)C1CCCN1C(=O)[C@@H](C)NC(=O)OCc1ccccc1)C(=O)NCC(N)=O (stereo partly specified)
  32.9	0.4	0.0%	7.5%	-4.7%	16.2%	i	i	-2.2%	50	1.0	1.5%
COCCSc1ccccc1C(=O)Nc1ccncc1
  34.0	6.0	-0.1%	-6.1%	-21.9%	-2.7%	i	i	3.1%	56	-0.8	-2.5%
CC(C)NS(=O)(=O)c1ccc(NC(=O)Cc2ccsc2)cc1
  18.6	0.4	-0.1%	5.4%	-6.2%	-41.4%	i	i	0.5%	96	0.1	-13.3%
COC(=O)N/N=C/c1cccc(OC(=O)c2ccc3c(c2)OCO3)c1
  25.0	0.2	0.2%	17.2%	3.8%	12.5%	i	i	-1.4%	57	-0.1	10.6%
Cc1ccc2[nH]c(=O)c(CN(Cc3ccccc3)C(=S)NCCCN(C)C)cc2c1
  59.5	0.1	0.2%	17.4%	-47.6%	-77.3%[20 µM]	i	i	nt	35	1.0	16.1%
NNC(=O)Cn1c(COc2ccc(Cl)cc2)nc2ccccc21
  13.9	0.6	-0.2%	2.7%	-16.0%	nt	i	i	nt	81	0.7	2.2%
O=C(Nc1cccc(NC(=O)c2ccco2)c1)c1cnccn1
  24.7	0.8	0.2%	-17.7%	-8.3%	-23.4%	i	i	2.6%	83	1.7	7.2%
CCc1nn(CC(=O)NC2CCN(Cc3ccccc3)CC2)c(=O)c2cc3cc(F)ccc3n12
  9.8	1.4	-0.2%	4.5%	1.4%	-22.0%	i	i	-0.5%	58	-0.8	7.5%

Copied from the list:
NTR1 ag cell count 20 µM, O=C(CC(Nc1ccc(F)cc1)c1ccccc1)c1ccccc1 (stereo unspecified) reads 77
T cell HTS vesicle-bound %, NNC(=O)Cn1c(COc2ccc(Cl)cc2)nc2ccccc21 reads 13.9

As a working copy, 3 of the compounds above:
Every second line gives: T cell HTS vesicle-bound %	Myeloid diff MLP GFP+ MAC1+ %	GPR55 beta-arrestin	GPR55 LPI antagonism	NOD1 NF-kB reporter	KOR beta-arrestin-2	T cell HTS	Myeloid diff MLP	KOR beta-arrestin-1	NTR1 ag cell count 20 µM	NTR1 ag	HEK293 NOD2/NF-kB
O=C(CC(Nc1ccc(F)cc1)c1ccccc1)c1ccccc1 (stereo unspecified)
  63.0	0.3	-0.2%	4.2%	0.9%	11.6%	i	i	-2.6%	77	4.5	-4.5%
C=CCn1c(=N)n(CC(=O)c2cccc([N+](=O)[O-])c2)c2ccccc21
  43.7	1.0	-0.1%	4.0%	-31.8%	-44.9%[20 µM]	i	i	-6.2%	68	5.7	-13.3%
CC(=O)c1ccc(NC(=O)CCS(=O)(=O)c2ccc3c(c2)n(C)c(=O)c(=O)n3C)cc1
  52.1	1.2	-0.3%	-2.2%	18.7%	-4.7%[20 µM]	i	i	-4.0%	46	3.8	14.8%

The main list resumes; the 4 compounds before the break are reprinted first.
Every second line gives: T cell HTS vesicle-bound %	Myeloid diff MLP GFP+ MAC1+ %	GPR55 beta-arrestin	GPR55 LPI antagonism	NOD1 NF-kB reporter	KOR beta-arrestin-2	T cell HTS	Myeloid diff MLP	KOR beta-arrestin-1	NTR1 ag cell count 20 µM	NTR1 ag	HEK293 NOD2/NF-kB
Cc1ccc2[nH]c(=O)c(CN(Cc3ccccc3)C(=S)NCCCN(C)C)cc2c1
  59.5	0.1	0.2%	17.4%	-47.6%	-77.3%[20 µM]	i	i	nt	35	1.0	16.1%
NNC(=O)Cn1c(COc2ccc(Cl)cc2)nc2ccccc21
  13.9	0.6	-0.2%	2.7%	-16.0%	nt	i	i	nt	81	0.7	2.2%
O=C(Nc1cccc(NC(=O)c2ccco2)c1)c1cnccn1
  24.7	0.8	0.2%	-17.7%	-8.3%	-23.4%	i	i	2.6%	83	1.7	7.2%
CCc1nn(CC(=O)NC2CCN(Cc3ccccc3)CC2)c(=O)c2cc3cc(F)ccc3n12
  9.8	1.4	-0.2%	4.5%	1.4%	-22.0%	i	i	-0.5%	58	-0.8	7.5%
COc1ccc2c(c1)C(=O)C(=O)N2
  47.2	0.8	-0.1%	-5.6%	-2.1%	-5.4%	i	i	3.8%	53	0.5	4.1%
Fc1ccc(-n2c(-c3ccco3)n[nH]c2=S)cc1
  12.5	0.8	-0.3%	1.3%	-9.5%	26.1%	i	i	-1.5%	nt	nt	-20.3%
CCc1nc2ccccc2n1CCC(C)C
  25.6	1.0	-0.2%	3.0%	-3.8%	1.6%	i	i	0.4%	35	-0.1	2.8%
O=C(O)c1ccccc1N=Nc1c(O)[nH]c2ccc([N+](=O)[O-])cc12
  50.6	0.2	0.5%	5.0%	3.3%	-30.3%	i	i	-3.3%	100	0.3	6.9%
Cn1cnnc1SC(C(=O)c1ccccc1)c1ccccc1 (stereo unspecified)
  28.0	1.8	0.2%	1.4%	12.8%	23.5%	i	i	-9.2%	53	-1.0	10.1%
COc1ccc(-c2cc3nc4c(c(N5CCC6(CC5)OCCO6)n3n2)CCC4)cc1
  49.9	0.5	0.2%	12.2%	6.6%	-9.8%[20 µM]	i	i	nt	67	-0.3	-0.6%
COCCNC(=O)c1onc(CSc2cccc(C)c2)c1C(=O)O
  nt	0.6	-0.1%	-9.0%	-4.6%	-29.1%	nt	i	5.8%	nt	nt	-16.2%
